Bioassay records (PubChem)
a7 integrin act: activates integrin-mediated alleviation for muscular dystrophy | Potency, µM (highest dose often 38.3 µM), for inactives: at the top dose activation, usual class: activators | alpha7betagal myoblasts, beta-gal FDG fluorescence, 48 h | 0.064% of 350,000 active;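 note: potency is the fitted concentration of half-maximal effect; 100% = response of the positive control SU9516; nearly all actives have a fitted effect of over 60% in size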
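alpha7betagal+/- myoblasts (passage 13, 250/well) treated 48 h at 37C with compounds at 1:260 dilution of DMSO stock. Lysed, then beta-galactosidase activity read as FDG fluorescence (ex 480/em 540) after 30 min, with pre-read for autofluorescence.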
Eya2 inh: blocks the phosphatase activity of human Eya2; recombinant Eya2, OMFP fluorescence dephosphorylation (OMFP is methylfluorescein phosphate); 0.006% of 330,000 active; O00167; Potency, µM (highest dose often 76.9 µM), for inactives: at the top dose activity, negative = inhibition, most hits filed as inhibitors; note: potency is the fitted concentration of half-maximal effect; % is set by controls: 0 for no effect and ±100 for the full control effect
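Eya2 (0.2 uM) preincubated 10 min at ambient with compound, then OMFP substrate added at 50 uM; 10 min reaction in 50 mM HEPES pH 7.5, 50 mM NaCl, 5 uM MgCl2, 0.05% BSA, 1 mM DTT. Fluorescence read at Ex 485/Em 525 nm.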
USP2a block: USP2a (human) protease inhibition; O75604; USP2 core, Ub-CHOP2 coupled fluorogenic reporter, 485/531; Potency, µM (series often up to 38.3 µM), inactives show at the top dose activity change, negative = inhibition, usual class: inhibitors; 0.01% of 330,000 active;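 note: potency is the fitted concentration of half-maximal effect; plate controls were DMSO wells for no effect and full inhibition by NEM control for full effect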
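Cell-free coupled assay: 10nM USP2 core preincubated 30min RT with compound in Tris-HCl pH 8.0/CaCl2/CHAPS buffer, then 25nM Ub-CHOP2 and 25nM reporter substrate; fluorescence (Ex 485/Em 531) read after 60min RT, normalized to NEM inhibition, concentration-response curves fitted.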
B2AR arrestin: agonists driving beta-arrestin recruitment to human beta2-adrenergic receptor | Potency, µM (series often up to 46.1 µM), without a hit: at the top dose activation, actives largely listed as activators | 0.02% of 330,000 active | AID 492947 | beta-arrestin recruitment to beta2AR, cell-based reporter | P07550;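 note: potency is the fitted concentration of half-maximal effect; 0% = DMSO controls and full agonism = EC100 isoproterenol or metaproterenol; nearly all actives have a fitted effect of over 65% in size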
uPA generation: cell surface uPA generation inhibition | 0.31% of 330,000 active | Potency, µM (titrated, usually from 38.3 µM), for the others: at the top dose activity change, negative = inhibition, usual class: inhibitors | cell surface uPA generation assay, qHTS; active = well fitted inhibition curve with a large enough effect; inconclusive = small, poorly fitted or top-dose-only effect; inactive = no such curve, though single readings can be large or run the other way; tested in mouse RAW 264.7 cells; note: potency is the fitted concentration of half-maximal effect; % is set by controls: 0 for no effect and ±100 for the full control effect; nearly all actives have a fitted effect of over 55% in size
BRCA1 expr act: BRCA1 expression activation | Potency, µM (series often up to 46.1 µM), for the others: at the highest dose activation, usual class: activators | MCF7-BRCA1-FFLuc reporter, luminescence, 48 h; response scale: scaled: vehicle 0%, 10 µM genistein 100% | 1.1% of 380,000 active; note: potency is the fitted concentration of half-maximal effect; nearly all actives have a fitted effect of over 80% in size; some results filed as inactive show a strong effect at the top dose
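Quantitative HTS in MCF7 cells stably reporting BRCA1 expression via firefly luciferase. Compound treatment lasts 48 h at 37 °C in phenol-red free MEM. Activation is expressed relative to genistein at 10 microM and DMSO.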
ELG1 genotox: induces genotoxicity in HEK293T cells with luciferase-tagged ELG1; HEK293T ELG1-luciferase reporter, luminescence, 16 h; 1.3% of 330,000 active; Potency, µM (highest dose often 46 µM), for the others: at the top dose activity change, positive = activation, usual class: activators; note: potency is the fitted concentration of half-maximal effect; % of control where 0% means no effect; nearly all actives have a fitted effect of over 60% in size
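HEK293T cells expressing luciferase-tagged ELG1 were exposed to compound or DMSO vehicle for 16 hr at 37 °C and 5% CO2. Luciferase activity was then measured with ONE-Glo after 30 min at room temperature.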
PTAP TSG101 blk: blocks PTAP/TSG101 interaction to inhibit HIV-1 budding; Fluorescence polarization, FITC-PTAP peptide / Tsg101 binding; Potency, µM (titrated, usually from 115 µM), for inactives: at the highest dose activity change, negative = inhibition, hits mostly inhibitors; 340,000 tested, under 10 active; active = well fitted inhibition curve with a large enough effect in the main read-out, with a control signal flat, not every such curve was filed as active; inconclusive = small, poorly fitted or top-dose-only effect, or effect the other way, or a change in a side signal; inactive = no such curve, though single readings can be large or run the other way; note: potency is the fitted concentration of half-maximal effect; % of control where 0% means no effect
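Fluorescence polarization binding of Tsg101 binding domain (10 uM final) to FITC-labeled PTAP peptide (50 nM final) in HEPES pH 7.5 buffer with NaCl, Tween 20, EDTA, TCEP. Compounds added before peptide; binding 20 min at RT.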
S-ASM inh: blocks human secretory acid sphingomyelinase | P17405 | placental ASM, HMU-PC fluorogenic substrate, 60 min | Potency, µM (titrated, usually from 57.5 µM), inactives show at the highest dose activity change, negative = inhibition, usual class: inhibitors | 0.006% of 340,000 active | AID 504937; note: potency is the fitted concentration of half-maximal effect
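Steps: dispense placental human ASM, pin compound, wait 10 min at room temperature, add HMU-PC0 substrate at 9 uM final, incubate 60 min at 37 °C, add stop solution raising pH to 10, read fluorescence.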
TRPV1 ag: activates the human vanilloid receptor TRPV1; TRPV1-expressing cells, Fluo-8 calcium influx, agonist mode; activation, % at 8.33 µM; Q8NER1; 0.19% of 320,000 active; in the data active = activation above about 80%; inconclusive = between about 30% and that limit; note: 0% is about no effect
Target sequence (Q8NER1 whole entry, looked up): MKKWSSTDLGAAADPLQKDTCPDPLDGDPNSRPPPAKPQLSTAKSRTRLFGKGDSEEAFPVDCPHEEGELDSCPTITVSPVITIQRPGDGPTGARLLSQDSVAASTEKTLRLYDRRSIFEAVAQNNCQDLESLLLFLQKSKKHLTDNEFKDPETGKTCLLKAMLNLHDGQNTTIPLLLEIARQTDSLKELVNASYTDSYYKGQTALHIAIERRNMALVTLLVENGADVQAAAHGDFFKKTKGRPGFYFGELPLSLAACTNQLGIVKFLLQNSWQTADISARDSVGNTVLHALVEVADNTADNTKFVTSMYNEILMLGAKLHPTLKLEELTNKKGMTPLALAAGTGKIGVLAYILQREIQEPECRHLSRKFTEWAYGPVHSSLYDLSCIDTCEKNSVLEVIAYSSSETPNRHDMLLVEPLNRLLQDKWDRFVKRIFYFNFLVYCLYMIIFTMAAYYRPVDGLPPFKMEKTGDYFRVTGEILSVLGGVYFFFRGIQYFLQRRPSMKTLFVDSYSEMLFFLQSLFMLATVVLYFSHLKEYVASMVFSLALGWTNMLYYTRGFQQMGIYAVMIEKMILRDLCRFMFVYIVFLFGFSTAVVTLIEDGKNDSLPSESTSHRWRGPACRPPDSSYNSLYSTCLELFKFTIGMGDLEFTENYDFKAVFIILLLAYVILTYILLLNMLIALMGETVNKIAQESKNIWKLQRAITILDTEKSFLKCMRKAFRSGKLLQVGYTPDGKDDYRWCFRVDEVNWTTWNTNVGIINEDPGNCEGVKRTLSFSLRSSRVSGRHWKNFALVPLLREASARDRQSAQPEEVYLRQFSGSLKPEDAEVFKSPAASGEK
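TRPV1-expressing cells were cultured overnight at 35.5C and loaded with Fluo-8 calcium dye for 40 to 90 min at room temperature. After a 10 s baseline, compound was added and calcium influx was read kinetically for 3 min (ex 480/em 520 nm).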
p53 reactivation: mutant p53 re-activation in reporter cells. H1299 p53-A138V BP100-luciferase reporter, luminescence, 24 h. 0.063% of 320,000 active. Potency, µM (titrated, usually from 92.2 µM), inactives show top-dose activity change, positive = activation, usual class: activators; note: potency is the fitted concentration of half-maximal effect; % of control where 0% means no effect; nearly all actives have a fitted effect of over 45% in size
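H1299 (p53-null), stable ts p53-A138V + BP100-Luc; 1000 cells/well, Opti-MEM/10% FBS; cpd 4 pt, 1:5; 24 h, 37 deg C, 5% CO2; detection reagent 10 min RT; luminescence.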
* marks the source's active call; other numbers are inactive results; ? = inconclusive; . = no result given; [ ] = another dose, or the depositor's remark. Unless noted, calls come from the whole dose curve; as a rule, active = well fitted curve in the direction sought with a large enough effect; inconclusive = small, poorly fitted or top-dose-only effect, or another doubt; inactive = no such curve, though single readings can be large; an effect the other way counts as inactive or inconclusive.

SMILES | a7 integrin act | Eya2 inh | USP2a block | B2AR arrestin | uPA generation | BRCA1 expr act | ELG1 genotox | PTAP TSG101 blk | S-ASM inh | TRPV1 ag | p53 reactivation
CCC(C)NC(=O)c1nn(C)c(=O)c2ccccc12 (stereo not given) | 2% | -5% | -1% | 0.0% | -2% | -9% | 2% | 1% | -1% | -3 | 0%
O=C(Nc1ccc2nsnc2c1)C1CC1 | -2% | -5% | 1% | -0.7% | -9% | 17% | -1% | 0% | 131%[activator] | -2 | 3%
NNC(=O)c1ccncc1 | . | -15% | -2% | -0.6% | 7% | 16% | 0% | 0% | -4% | 29 | 5%
Oc1[nH]c2ccccc2c1N=Nc1cccc(Cl)c1 | -18% | 5% | 11% | 0.0% | 16% | 37% | ? | ? | -11% | 5 | ?
NC(=O)CSc1nnc(-c2ccc(S(=O)(=O)N3CCOCC3)cc2)n1CC1CCCO1 (stereo not given) | 26%[7.66 µM] | -3% | 1% | 0.5% | 3% | 0% | 0% | -2% | 6% | -1 | 2%
COc1cc(/C=N/n2c(-c3cc(C)[nH]n3)n[nH]c2=S)cc(OC)c1O | -6% | -4% | 13% | 0.3% | 0% | 0% | -1% | -4% | 98%[activator] | -3 | 4%
CC1(c2ccccc2)NC(=O)N(CC(=O)N2CCN(S(=O)(=O)c3c(F)cccc3F)CC2)C1=O (stereo not given) | -25% | -19% | 4% | -0.3% | -2% | -27% | -1% | -9% | 4% | . | 1%
CCOC(=O)c1c(NC(=O)c2ccoc2C)sc(C(=O)N(C)C)c1C | -15% | ? | -2% | -0.3% | 2% | 7% | 3% | -4% | -2% | 4 | -7%
Cc1ccc(S(=O)(=O)N2CCC(C(=O)NCCC3=CCCCC3)CC2)cc1C | -10% | -15% | 1% | 0.2% | -16% | 25% | -2% | -1% | -2% | 15 | 7%
C=CCOc1c(Cl)cc(C2NC(=O)NC(C)=C2C(=O)OC)cc1Cl (stereo not given) | -19% | 3% | 3% | 0.0% | -17% | -69% | -1% | -2% | -1% | 1 | -7%
Nc1c(Cl)ncnc1NCc1ccccc1 | 11% | -4% | 0% | 0.0% | ? | -4% | -6% | -2% | -2% | 0 | .
COc1ccc(-c2nnc(SCC(=O)NCCc3ccccc3)o2)cc1 | 35% | 2% | 2% | -0.2% | -5% | 35% | 0% | -4% | 1% | 10 | 13%
CN(c1ccccc1)S(=O)(=O)c1cccc(NC(=O)c2cccc(C#N)c2)c1 | -7% | 9% | 0% | 0.0% | 4% | -31% | -2% | -2% | -4% | -1 | 2%
CCCN(C(=O)COC(=O)c1cc(CC)c(C)s1)c1c(N)n(Cc2ccccc2)c(=O)[nH]c1=O | -8% | 21% | -1% | -0.2% | -4% | -10% | -8% | -2% | 7% | -6 | -13%
CSc1ccccc1C(=O)Nc1cccc(N(C)S(C)(=O)=O)c1 | 10% | 2% | 1% | -0.1% | 7% | -7% | 4% | -4% | -2% | -2 | -1%
O=C(NCc1cccs1)c1ccc(CS(=O)Cc2ccccc2Cl)o1 (stereo not given) | -12% | -3% | 5% | -0.1% | -4% | 18% | -1% | -6% | -1% | -2 | 6%
CCCn1ncc(CN2CCC(n3nccc3NC(=O)CCc3ccccc3)CC2)c1C | -25% | 4% | 4% | 0.2% | 5% | -2% | 0% | -2% | 1% | -1 | 8%
OCCNc1nc(-c2ccccc2)nc2c1oc1ccccc12 | 2% | 2% | -9% | -0.6% | 7% | -44% | -10% | -1% | -2% | ? | 0%
C=CCC[C@@H](Cc1ccc(F)cc1)C(=O)OC[C@@H]1CCCN1C(=O)[C@H](CC=C)CC(=O)N[C@H](CO)Cc1ccccc1 | -14% | -22% | -18% | 0.0% | ? | -10% | -8% | -11% | -19% | . | -5%
Cc1sc2nc(CN3CCC(C)CC3)nc(Cl)c2c1C | . | 10% | 1% | 6.8% | . | . | 6% | . | . | 6 | 1%
O=C(O)c1ccc(-n2c(-c3cc(C4CC4)[nH]n3)n[nH]c2=S)cc1 | 2% | 7% | 0% | 0.2% | 3% | -3% | -2% | -1% | 2% | -2 | -2%
C[C@H](CO)N1C[C@H](C)[C@@H](CN(C)C(=O)Nc2ccc(C(F)(F)F)cc2)Oc2ccc(NC(=O)CCC(F)(F)F)cc2C1=O | 2% | -4% | 1% | -0.3% | 11% | -7% | 3% | -5% | -3% | . | 0%
CS(=O)(=O)c1ncc(Cl)c(C(=O)Nc2ccc(OC(F)F)cc2)n1 | -56%[inhibitor] | -10% | 0% | -0.4% | -14% | -90%[inhibitor] | ? | 1% | 2% | 1 | -10%
O=C(CCc1ccccc1)NNc1ccc(F)cc1 | ? | -1% | 8% | -0.8% | 1% | -1% | 15% | -4% | 0% | -2 | -2%
CCN(CC)C(=O)Oc1cc(=O)n2c3c(cccc13)CCC2 | 6% | -5% | 3% | 0.3% | -32% | -3% | 7% | -3% | 2% | -3 | -2%
CCOC(=O)Nc1ccc2c(c1)OCO2 | 0% | 14% | 1% | -0.2% | 0% | 67% | ? | -3% | -2% | 3 | 19%
CN(C1CCS(=O)(=O)C1)S(=O)(=O)c1cccs1 (stereo not given) | 1% | 6% | 1% | 0.1% | 1% | 1% | 1% | -2% | 2% | 1 | -3%
Cc1ccc(S(=O)(=O)N2CCN(C(=O)CC(C)n3nc(C)c(Cl)c3C)CC2)cc1C (stereo not given) | 11% | 8% | 0% | -0.2% | -2% | -5% | -1% | -1% | 4% | 16 | .
COC(=O)C1=C(C)OC(N)=C(C#N)C1c1ccccc1F (stereo not given) | -38% | -10% | 4% | -0.9% | . | 5% | 2% | -5% | 2% | -1 | 8%
Cc1ccc(NC(=O)CN2CCN(c3ccccn3)CC2)c(Cl)c1 | 7% | 10% | -5% | -0.7% | -5% | 36% | 21% | -2% | -2% | -1 | 7%
COCCNC(=O)c1ccccc1NC(=O)COc1ccccc1 | 19% | 9% | -3% | -0.2% | . | 5% | 0% | -6% | 0% | 3 | -13%
CC(NC(=O)c1cccc(S(=O)(=O)N2CCCCCC2)c1)c1ccccc1 (stereo not given) | 28% | 5% | -1% | -1.1% | -3% | -6% | 0% | -1% | 4% | 23 | 1%
Cc1cc(NC(=O)c2ccccc2)nc2c1c(=O)oc1ccccc12 | 20% | 11% | 1% | 3.8% | 2% | -40% | -6% | -6% | 0% | 2 | 6%
Cc1ccc(C2OC(=O)c3ccccc32)cc1 (stereo not given) | -3% | -16% | 0% | 0.1% | 3% | 0% | 1% | -1% | 5% | 14 | 25%
CCOC(=O)C(=O)Nc1cccc(C(=O)OCC)c1 | 15% | -5% | 1% | -0.8% | -5% | 4% | 0% | 1% | 0% | -3 | 1%
CC12CCC(O)CC1=CCC1C2CCC2(C)C3=NN=CC3CC12 (stereo not given) | -30%[inhibitor] | . | . | . | 16% | -13% | . | -3% | 1% | . | .
Cn1c(SCC(=O)Nc2ccc3c(c2)OCCO3)nnc1C1CC1 | -5% | 6% | 2% | 0.3% | -1% | -5% | 0% | -2% | 2% | -4 | 9%
O=C(NCCSc1ncc(-c2ccc(F)cc2)[nH]1)c1ccco1 | 1% | 24% | 2% | -0.3% | -1% | -8% | 4% | -2% | -1% | 5 | 12%
Cc1ccc(NC(=O)C(=O)c2cn(CC(=O)N3CCCCC3)c3ccccc23)cc1 | 0% | -13% | 1% | 0.0% | -6% | 40% | -1% | 0% | -4% | 3 | 23%
Cc1cccc(CS(=O)(=O)Cc2ccc(C(=O)NCc3cccnc3)o2)c1 | -14% | -20% | 2% | -0.7% | -5% | -28% | -2% | 1% | 1% | 5 | -6%
Cc1onc(-c2ccccc2)c1C(=O)NCCc1ccc(S(N)(=O)=O)cc1 | 17% | 20% | 0% | -0.2% | . | -51% | -1% | -2% | -5% | 8 | -8%
O=C(CSc1nc2ccccc2n1-c1ccccc1)NCC1CCCO1 (stereo not given) | 16% | 3% | 1% | -0.1% | 6% | -36% | 1% | 0% | 0% | 6 | -5%
O=c1ccc(-c2nc3cc(Cl)ccc3n2Cc2ccccc2)c[nH]1 | 1% | 4% | 2% | -0.4% | -7% | -45% | 11% | -11% | -4% | 14 | -6%
CC(C)=CC(=O)OCC(=O)NC1CCCc2ccccc21 (stereo not given) | -6% | 14% | 1% | -0.2% | . | 1% | 0% | -4% | -2% | 2 | 5%
